Compound activity deposited in PubChem BioAssay by Broad Institute.
LGR2 inh: inhibitors of bursicon-induced Drosophila LGR2 receptor cAMP signaling; HEK293 LGR2, CRE-luciferase, bursicon-stimulated, 4 h; inhibition, % at 9.99 µM; actives 0.35% (n = 380,000);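 active means drop in luminescence signal, shown as inhibition above about 50% in the replicate tests, limit read from the data, passing the limit was not always enough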;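 further: agonist challenge used bursicon conditioned medium at about half maximal strength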
esBAF inh: inhibitors of esBAF chromatin remodeling in mouse ES cells. Bmi1-luciferase knock-in reporter, 24 h; 100% = twice the neutral-well signal. reporter increase, % at 12.5 µM. actives 2% (n = 350,000). AID 602393; in the data active means activation above about 40%;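 further: 0% = median of the plate's neutral control wells and 100% = double that signal; a rise in the Bmi1 reporter signal indicates esBAF inhibition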
C2C12 statin: suppressors of simvastatin-induced myotoxicity in C2C12 myotubes; actives 0.78% (n = 330,000); rescue of ATP level, % at 7.49 µM; ATP luminescence, 48 h; scaled: DMSO 0, geranylgeraniol control 100; AID 602340;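 active means mean ATP rescue above about 67%, or every replicate alone reaching that limit, limit read from the data, passing the limit was not always enough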;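 further: myotubes were challenged with 10 µM simvastatin during compound exposure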
Casp6 inh: inhibitors of human caspase-6. P55212. purified caspase-6, Z-VEID-R110 cleavage fluorescence. inhibition, % at 12.5 µM. actives 0.53% (n = 350,000);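 active means mean inhibition across replicates at least about 35%, with every replicate also reaching that limit, limit read from the data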;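 further: 0% = median of neutral control wells and 100% = no fluorescence left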
Target sequence (P55212 24-179 limits assumed): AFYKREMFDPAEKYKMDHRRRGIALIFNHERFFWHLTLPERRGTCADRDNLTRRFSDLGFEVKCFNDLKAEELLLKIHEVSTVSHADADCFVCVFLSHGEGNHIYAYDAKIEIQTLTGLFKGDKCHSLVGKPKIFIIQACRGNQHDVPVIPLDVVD
Target sequence (P55212 194-293 limits assumed): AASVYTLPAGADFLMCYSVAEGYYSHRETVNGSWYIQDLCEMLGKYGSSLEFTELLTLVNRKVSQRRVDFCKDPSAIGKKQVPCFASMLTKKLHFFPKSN
FN deposit inh: fibronectin deposition inhibition; AH1F fibroblasts, Alexa488-fibronectin deposition fluorescence, overnight; inhibition, % at 12.6 µM; actives 0.086% (n = 350,000); AID 743247;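 active means mean inhibition across replicates of 30% or more, regardless of how many single replicates reach that level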;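 further: positive control wells lacked labelled fibronectin entirely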
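test system = AH1F fibroblasts assembling fluorescent fibronectin matrix | quantity = 10000 AH1F cells per well | buffer or medium = DMEM plus 2% serum, read in PBS | doses = single dose, pinned | incubation = 1 h cell attachment, overnight exposure to compound and label | detection = fluorescence at 485 nm excitation, 525 nm emission | read-out basis = inhibition from reduced deposited-fibronectin fluorescence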
SIRT5 inh: inhibitors of human sirtuin-5 desuccinylase. Purified SirT5, succinyl-peptide AMC, trypsin-coupled fluorescence. inhibition, % at 15 µM. actives 1.1% (n = 330,000). AID 652115; in the data active means inhibition above about 15%
Target sequence (Q9NXA8 whole entry, looked up): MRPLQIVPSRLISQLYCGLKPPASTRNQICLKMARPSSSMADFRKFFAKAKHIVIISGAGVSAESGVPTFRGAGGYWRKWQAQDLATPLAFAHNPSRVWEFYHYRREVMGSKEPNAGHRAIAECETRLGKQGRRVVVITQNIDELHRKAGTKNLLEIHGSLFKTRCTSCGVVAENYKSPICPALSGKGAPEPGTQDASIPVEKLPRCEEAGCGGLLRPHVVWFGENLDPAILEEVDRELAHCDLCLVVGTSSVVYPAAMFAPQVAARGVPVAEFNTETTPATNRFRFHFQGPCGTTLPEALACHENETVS
S100A4 inh HTS: inhibitors of human S100A4 binding to myosin IIA peptide. inhibition, % at 10.7 µM. actives 0.14% (n = 360,000). P26447. S100A4/TAMRA-MyoIIA peptide fluorescence polarization. AID 652163;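 active means mean inhibition of at least 70% across replicates, with every replicate also reaching that level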
Target sequence (P26447 whole entry, looked up): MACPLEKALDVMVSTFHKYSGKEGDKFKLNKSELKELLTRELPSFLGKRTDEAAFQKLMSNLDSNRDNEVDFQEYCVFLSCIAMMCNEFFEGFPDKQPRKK
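incubation = readout 5 min after mixing, signal stable up to 60 min | system = S100A4 monomer protein | buffer or medium = HEPES pH 7.2 with CaCl2, KCl, NaCl, DTT, Triton | benchmarks = neutral control DMSO, positive control TFP | also added = fluorescent myosin IIA peptide, 5 nM | compound dosing = one concentration per compound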
* = called active by the depositor; · = not tested or not shown. This is a subset (hit frequency here may not be typical).

SMILES	LGR2 inh	esBAF inh	C2C12 statin	Casp6 inh	FN deposit inh	SIRT5 inh	S100A4 inh HTS
CC(OC(=O)c1ccc([N+](=O)[O-])cc1)C(=O)NCC1CCCCC1 (stereo not given)	8	-2	7	-3	-11	-3	16
O=C(C1CC1)N1CC(=O)N2[C@H](C1)[C@H](c1ccc(-c3ccccc3F)cc1)[C@@H]2CO	3	·	·	4	8	-3	2
COCCC(=O)N1CCCC(C(=O)c2ccccc2SC)C1 (stereo not given)	-6	-3	5	0	-1	-1	1
C[C@H](CCC(=O)NCC(=O)O)[C@H]1CC[C@H]2C3[C@H](O)C[C@@H]4C[C@H](O)CC[C@]4(C)[C@H]3C[C@H](O)[C@]12C (stereo not given in full)	10	-1	1	-2	1	-5	0
C[C@@H](O)C#Cc1cnc2c(c1)C(=O)N([C@@H](C)CO)C[C@H](C)[C@@H](CN(C)Cc1cncnc1)O2	-4	-4	20	-1	·	4	0
O=C(Nc1ccc(S(=O)(=O)Nc2nccs2)cc1)C1CC(=O)N(c2ccc(Cl)cc2)C1 (stereo not given)	6	-3	39	-1	-1	9	1
CN(C)c1ccc(NC(=O)CN2CCC(NC(=O)C3CCCCC3)CC2)cc1	-6	-5	-4	-182	0	-3	1
Cc1ccc(S(=O)(=O)Nc2cccc3c2O[C@@H](CN(C)Cc2ccc(Cl)c(Cl)c2)[C@H](C)CN([C@@H](C)CO)C3=O)cc1	16	-2	20	-4	·	5	0
C[C@@H]1CN([C@H](C)CO)C(=O)c2cc(C#CC3CCCCC3)cnc2O[C@@H]1CN(C)C	5	-3	-6	·	-6	·	·
C[C@H](CO)N1C[C@H](C)[C@@H](CN(C)Cc2ccncc2)Oc2ccc(NC(=O)Nc3ccc(C(F)(F)F)cc3)cc2C1=O	·	-4	4	-1	·	-2	8
Cc1ccc(S(=O)(=O)N(C)C[C@@H]2Oc3ccc(NC(=O)NC4CCCCC4)cc3CC(=O)N([C@@H](C)CO)C[C@@H]2C)cc1	2	7	-86	-2	·	-5	-1
COc1ccc(-c2cc3c(=O)n(CC(=O)NCc4cccnc4)nc(C)n3n2)cc1	-8	12	11	-1	0	-2	-6
CN1CCN(NC(=O)c2ccc(Cl)cc2Cl)CC1	-3	·	·	1	7	·	-1
COc1ccc2c3c(n(C)c2c1)[C@H](CO)N(Cc1cccnc1)CC31CCN(C(=O)c2cccnc2)CC1	-18	·	·	-2	·	0	-13
CCC(=O)N1CC2(C1)[C@@H](c1ccccc1)[C@@H](CO)N2CC1CCCC1	-33	·	·	1	-4	3	7
Cc1cccc(NC(=O)c2cccc(S(=O)(=O)N(C)C3CCCCC3)c2)n1	-1	-7	11	-216	-1	14	0
CN(CC(=O)Nc1cccc(F)c1)C(=O)C1CC(=O)N(Cc2ccccc2)C1 (stereo not given)	13	-4	9	0	·	-2	0
COc1cccc(Cn2cnc3c(NS(=O)(=O)c4ccc(Cl)cc4Cl)c(C)c(C)cc32)c1	·	14	40	·	-21	·	·
C[C@@H]1CN([C@@H](C)CO)C(=O)c2cccc(NS(=O)(=O)c3cccs3)c2O[C@H]1CN(C)S(=O)(=O)c1ccc(F)cc1	-3	6	-2	2	·	2	-1
Cc1ccccc1Nc1n[nH]c(=S)s1	-21	11	2	1	-9	3	-9
O=[N+]([O-])c1ccccc1OCCCCN1CCCCC1	-11	5	-16	·	-5	·	·
COc1ccccc1CC(=O)N1CCN(S(=O)(=O)c2cccs2)CC1	4	-9	2	0	·	2	-1
O=C(O)c1cc(S(=O)(=O)Nc2ccc3cn[nH]c3c2)ccc1O	-5	9	-5	60*	8	-1	7
CSc1ccccc1NC(=O)c1csc(C)c1	-13	14	0	1	1	4	-3
Cc1ccccc1S(=O)(=O)N1C[C@H]2[C@@H](c3ccccc31)[C@@H](CO)N2C(=O)CC1CC1	-37	1	-27	-2	·	6	0
O=C(NCCc1ccccc1)C1(c2ccccc2)CCCC1	12	-3	-3	-16	4	0	-3
O=C1CC2C(=O)NCCN2C(=NC(=O)c2ccc(Cl)cc2)N1 (stereo not given)	38	·	·	1	-9	-1	-1
COc1cc2sc(C)nc2c2ccccc12	6	-5	4	40*	8	0	0
COc1ccc(-c2nc(SCC(=O)N3CCOCC3)n[nH]2)cc1	2	14	9	·	·	·	·
CCOC(=O)c1ccccc1NC(=O)Cc1ccc(OC)c(S(=O)(=O)N2CCOCC2)c1	13	5	-1	-4	-2	·	1

A draw from above in order of molar mass, largest number first.
SMILES	LGR2 inh	esBAF inh	C2C12 statin	Casp6 inh	FN deposit inh	SIRT5 inh	S100A4 inh HTS
C[C@@H]1CN([C@@H](C)CO)C(=O)c2cccc(NS(=O)(=O)c3cccs3)c2O[C@H]1CN(C)S(=O)(=O)c1ccc(F)cc1	-3	6	-2	2	·	2	-1
Cc1ccccc1S(=O)(=O)N1C[C@H]2[C@@H](c3ccccc31)[C@@H](CO)N2C(=O)CC1CC1	-37	1	-27	-2	·	6	0
Cc1cccc(NC(=O)c2cccc(S(=O)(=O)N(C)C3CCCCC3)c2)n1	-1	-7	11	-216	-1	14	0
CN(CC(=O)Nc1cccc(F)c1)C(=O)C1CC(=O)N(Cc2ccccc2)C1 (stereo not given)	13	-4	9	0	·	-2	0
COc1ccccc1CC(=O)N1CCN(S(=O)(=O)c2cccs2)CC1	4	-9	2	0	·	2	-1
COc1ccc(-c2nc(SCC(=O)N3CCOCC3)n[nH]2)cc1	2	14	9	·	·	·	·
O=C(O)c1cc(S(=O)(=O)Nc2ccc3cn[nH]c3c2)ccc1O	-5	9	-5	60*	8	-1	7
O=C1CC2C(=O)NCCN2C(=NC(=O)c2ccc(Cl)cc2)N1 (stereo not given)	38	·	·	1	-9	-1	-1
O=C(NCCc1ccccc1)C1(c2ccccc2)CCCC1	12	-3	-3	-16	4	0	-3
O=[N+]([O-])c1ccccc1OCCCCN1CCCCC1	-11	5	-16	·	-5	·	·
CSc1ccccc1NC(=O)c1csc(C)c1	-13	14	0	1	1	4	-3
COc1cc2sc(C)nc2c2ccccc12	6	-5	4	40*	8	0	0

Next compounds:
SMILES	LGR2 inh	esBAF inh	C2C12 statin	Casp6 inh	FN deposit inh	SIRT5 inh	S100A4 inh HTS
CC(=O)Nc1ccc(CN2CCN(CC=C(C)C)C(CCO)C2)cc1 (stereo not given)	-5	-1	-8	-5	1	1	5
C[C@@H]1CN([C@H](C)CO)C(=O)Cc2cc(NC(=O)C3CC3)ccc2O[C@H]1CN(C)C(=O)NC1CCCCC1	2	5	4	1	·	-2	4
Cc1cc(Cl)ccc1C(=O)C1CCCN(C(=O)CCn2cncn2)C1 (stereo not given)	-7	-2	-1	-3	-1	-1	2
O=C(C[C@H]1CC[C@H]2[C@@H](COC[C@@H](O)CN2C(=O)c2ccccc2F)O1)NCc1ccccc1	-17	0	4	-2	-2	-2	13
COc1ccc(C(=O)N2C(=S)NC(=O)/C2=C\c2ccc(C)cc2)cc1	-30	·	·	2	-5	11	9
COc1ccc(NS(=O)(=O)c2ccc3c(c2)N(C(C)=O)CCO3)cc1	7	-3	5	7	4	6	0
Cc1ccc(S(=O)(=O)N(C)C[C@H]2Oc3ccc(NC(=O)NC4CCCCC4)cc3CC(=O)N([C@H](C)CO)C[C@@H]2C)cc1	-7	-3	-6	0	·	0	-12
COc1ccc(S(=O)(=O)N2CCCCCC2)cc1C(=O)N(C)Cc1ccco1	11	-2	13	4	·	0	3
COC(=O)c1cc(NC(=O)c2nn(C)c(=O)c3ccccc23)cc(C(=O)OC)c1	·	·	·	4	2	2	-3
COc1ccc(S(=O)(=O)Nc2ccc3c(c2)C(=O)N([C@@H](C)CO)C[C@@H](C)[C@@H](CN(C)Cc2ccncc2)OCCCC[C@H](C)O3)cc1	-21	2	·	-1	·	-3	-1
Cc1cc2oc3ccc(NCCCN4CCOCC4)cc3c(=O)c2cc1C	-38	11	-5	-1	6	-1	-4
COc1ccc(-n2c(N)cc(=O)nc2SCC(=O)N2CCN(c3ccccc3)CC2)cc1	5	·	·	-4	-13	-3	0
Cc1ccc2nc(-c3ccccc3)c(CN3CCN(c4ccccc4F)CC3)n2c1	2	12	3	·	16	·	·
COc1cc(NC(=O)CCN2CCN(Cc3ccccc3)CC2)cc(OC)c1	·	-5	12	·	5	·	·
CC1CN(C(=O)Nc2cccc(Cl)c2)C2(CCCCCC2)O1 (stereo not given)	19	·	·	0	0	-8	5
CCOc1ccc(NC(=O)c2ccc(-c3csc(C)n3)cc2)cc1	2	7	-5	0	-8	-2	-3
CO[C@@H]1CC[C@@H]2CCN(C)C(=O)C[C@H](c3ccccc3)CN(C)C(=O)c3cc(C#N)ccc3OC[C@@H]1O2	3	2	7	·	-1	·	·
C[C@@H]1CN([C@@H](C)CO)C(=O)Cc2cc(NC(=O)Cc3cn(C)c4ccccc34)ccc2O[C@H]1CN(C)S(=O)(=O)c1ccc(Cl)cc1	7	13	3	·	·	·	·
COc1cccc(C2(O)CCN(CC(=O)NCC3CC3)CC2)c1	-3	-4	1	3	-3	-5	6
COc1ccc(C(CNC(=O)c2cccc3cccnc23)N(C)C)cc1 (stereo not given)	-8	-3	11	-9	-8	-2	-4
O=S(=O)(c1ccccc1)N1C[C@H]2[C@@H](c3ccccc31)[C@@H](CO)N2Cc1ccccn1	4	6	6	0	-4	-2	1
C[C@@H]1CCCCO[C@@H](CN(C)C)[C@H](C)CN([C@H](C)CO)C(=O)c2cc(NC(=O)Nc3ccccc3)ccc2O1	9	4	25	-4	·	-4	-20
CC1CN(c2ccc([N+](=O)[O-])c(NCCOc3ccccc3)c2)CC(C)N1 (stereo not given)	·	1	-13	-5	10	-3	0
COCC(=O)N1CCCCN2[C@@H](CO)[C@H](c3ccc(-c4ccc(OC)cc4)cc3)[C@@H]2C1	-6	·	·	-1	·	-1	11
Cc1ccc(OCC(=O)N2CCN(S(=O)(=O)c3ccccc3[N+](=O)[O-])CC2)cc1	·	·	·	0	7	-1	-2
CC(=O)NC1C(c2nc3ccccc3s2)=C(c2ccccc2)C(=O)N1c1ccc(C)cc1 (stereo not given)	·	21	45	·	-4	·	·
COc1cccc(CNC(=O)C[C@@H]2C=C[C@@H](NC(=O)C3CCC3)[C@H](CO)O2)c1	9	-1	5	·	·	·	-2
CCOC(=O)C1C(C(=O)Nc2cccc(C(F)(F)F)c2)C1C(=O)NC(C)C (stereo not given)	-2	4	1	-3	20	3	-14
Cc1cc(=O)n2nc(N3CCCC3C(=O)Nc3cccc(F)c3)sc2n1 (stereo not given)	-11	32	6	-1	1	-4	0
CCOC(=O)c1ccc(S(=O)(=O)NCCN2CCOCC2)cc1	2	-10	8	-2	·	-1	0
COc1cc(/C=N/NS(=O)(=O)c2ccc3ccccc3c2)ccc1OCCN1CCOCC1	-2	3	9	·	6	·	·
CCOC(=O)CSc1n[nH]c(=O)n1CCc1ccccc1	-4	-1	4	-1	4	10	-4
Cc1cccc(-n2cnc3cc([N+](=O)[O-])ccc32)c1	-20	-1	-18	-5	6	·	-3

One compound at a time, as listed above. Order of screens: LGR2 inh, esBAF inh, C2C12 statin, Casp6 inh, FN deposit inh, SIRT5 inh, S100A4 inh HTS
C[C@@H]1CN([C@@H](C)CO)C(=O)Cc2cc(NC(=O)Cc3cn(C)c4ccccc34)ccc2O[C@H]1CN(C)S(=O)(=O)c1ccc(Cl)cc1 in the list: 7, 13, 3, ·, ·, ·, ·
C[C@@H]1CCCCO[C@@H](CN(C)C)[C@H](C)CN([C@H](C)CO)C(=O)c2cc(NC(=O)Nc3ccccc3)ccc2O1 in the list: 9, 4, 25, -4, ·, -4, -20
